Screening data: PubChem BioAssay, several laboratories
WT yeast gro inh – growth inhibition of WT yeast, mitochondrial fusion screen; mitochondrial fusion phenotypic screen, WT strain; inhibition, % at 10 µM; hit rate 2.1% among 190,000; AID 1362; in the data active = inhibition above about 58%; tested in S. cerevisiae
b-catenin transl – alters nuclear translocation of beta-catenin in HeLa cells; immunofluorescence imaging; nuclear translocation activity, % at 5 µM; AID 1665; hit rate 0.3% among 190,000;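 active = nuclear translocation activity above 50% at 5 µM, with a well cell count of 50 or more; inconclusive = wells under 50 cells across six images, flagged as toxic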;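 also: per-cell ratio of nuclear to cytoplasmic median beta-catenin stain intensity; plate controls were DMSO negative control for no effect and GSK-3 inhibitor IX positive control for full effect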
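Signal – beta-catenin immunofluorescence imaging with DAPI · Test system – human HeLa cell line · Dosing – 5 µM primary single dose, 0.1% DMSO, 0.02–20 µM confirmation series · Measure – % activation, nuclear-to-cytoplasmic median beta-catenin signal ratio per cell · Incubation – 24 h compound exposure at 37°C, 5% CO2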
AID2073 – inhibitors of Mint1-CaV2.2 protein interaction, biochemical, HTRF (AID 2073) | inhibition, % at 20 µM; hits with a dose series show IC50 in µM | hit rate 0.19% among 290,000 | HTRF protein-protein interaction, Mint1-CaV2.2; higher % means a stronger effect; in the data active = inhibition mostly above about 51%, no sharp cut-off; inconclusive = no clear call, values can overlap the other calls; inactive = mostly below about 53%; also: some results filed as inactive read as strong as hits
Yfh1-depleted yeast – mitochondrial function rescue without frataxin homolog – Friedreich's ataxia, plus single-dose screen, dose response (AID 1465). S. cerevisiae Yfh1-off respiration, WST-1 reduction, 72 h; higher fold induction means a stronger effect. fold induction at 50 µM; hits with a dose series show EC50 in µM. hit rate 0.074% among 220,000;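 active = fold induction of absorbance versus untreated yeast above a set limit, then at least 30% activation at any dose in follow-up; inconclusive = repeats straddling the limit, or above it without dose testing; inactive = fold induction below the set limit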;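 also: activators that raise dye reduction in frataxin-depleted yeast; strong numbers were not always called active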
MT stabilize HCS – microtubule stabilization, imaging screen. HeLa tubulin immunostaining HCS, 24 h; share of cells brighter than vehicle mean+2SD. % tubulin-high responders, % at 10 µM. hit rate 0.83% among 200,000. AID 2205;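 active = plate Z-score above 3 for both tubulin-high and condensed-nucleus cell shares, with cell loss under 80%, at 10 µM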;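 also: anti alpha tubulin signal scored within the nucleus-defined area of each cell; some results filed as inactive read as strong as hits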
Autophagy mod – autophagy modulation, high-content screen. calls only at 10 µM (by protocol). hit rate 0.98% among 190,000. MEF GFP-LC3 puncta imaging; test concentration mostly 10 µM;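 active = percentage of spot-positive cells more than 3 SD above its plate mean, without a fluorescence outlier flag or 80% toxicity; inconclusive = no clear call, values can overlap the other calls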;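 also: spot-positive cell cutoff set from DMSO-treated cells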
Dynein cargo inh – dynein cargo transport inhibition; 3617.4 mouse cells, GR-EGFP nuclear translocation imaging; test concentration mostly 20 µM; stimulated with dexamethasone, 1 µM; stronger effect = lower value; z-score, hits read low; hit rate 0.47% among 220,000; AID 1381;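 active = plate z-score of nuclear minus cytoplasmic receptor signal below a set negative limit, without overly bright fluorescence or cell loss, cut at about -3.5 in these data, passing the limit was not always enough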;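 also: z-score of nuclear minus cytoplasmic ring GR-EGFP intensity difference per well; some compounds called inactive have numbers as strong as hits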
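medium = tetracycline-free induction medium containing charcoal-stripped FBS | also added = 1.0 µM final dexamethasone stimulus | schedule = 48 h induction, 1 h compound, 30 min dex at 37 °C | technique = fixed, Hoechst-stained cells imaged at 10x for EGFP | measure = GR-EGFP nuclear translocation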
Insulin prom up – MIN6 insulin promoter up-regulation. MIN6 insulin promoter-GFP reporter, high-content imaging; stronger effect = higher value. z-score at 5 µM. hit rate 0.3% among 190,000. AID 1625;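 active = z-score above 3 at 5 µM with at least 500 cells counted in the well; inconclusive = wells under 500 cells, flagged as cytotoxic or low count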
HIV fusion peptide – inhibitors of HIV fusion peptide binding, primary screen, biochemical, uHTS, fluorescence dequenching (AID 1986) | cell-free peptide binding, fluorescence dequenching, 30 min; higher % means a stronger effect | inhibition, % at 20 µM; hits with a dose series show IC50 in µM | hit rate 0.3% among 290,000; in the data active = inhibition mostly above about 52%, no sharp cut-off; inactive = mostly below about 76%; also: some results filed as inactive read as strong as hits
WT yeast gro inh mutant strain – further read-out of WT yeast gro inh, marked with its call; inhibition, %; mitochondrial fusion phenotypic screen, mutant strain inhibition
Dynein cargo inh cytoplasmic EGFP – further read-out of Dynein cargo inh, marked with its call; z-score; measured here: cytoplasmic GR-EGFP intensity; stronger effect = higher value
Dynein cargo inh nuclear GR-EGFP – also measured in Dynein cargo inh; calls as there; z-score; measured here: nuclear GR-EGFP intensity;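 lower value marks the stronger effect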
Dynein cargo inh cell count – also measured in Dynein cargo inh; calls as there; z-score; measured here: cell count per field
Insulin prom up cell count – also measured in Insulin prom up; calls as there; cell count; measured here: cytotoxicity, nuclei count;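 total cells summed across four imaged fields per well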
b-catenin transl cell count 5 µM – further read-out of b-catenin transl, marked with its call; cell count; measured here: cell count, cytotoxicity flag
MT stabilize HCS Hoechst-high % – second read-out of MT stabilize HCS, no call of its own (marks repeat the call); % Hoechst-high responders; measured here: nuclear condensation Hoechst responders;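 share of cells brighter than vehicle mean plus two SD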
MT stabilize HCS cytotoxicity % – recorded beside MT stabilize HCS, whose call it bears; toxicity, %; measured here: cytotoxicity by cell density;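 0% = mean cell density of plate MIN control wells and 100% = no cells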
Autophagy mod cell loss 18 h – also measured in Autophagy mod; calls as there; toxicity, %; measured here: cell loss, nuclei count;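 cell loss after 18 h compound exposure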
* marks the source's active call; other numbers are inactive results; i = inactive; ? = inconclusive; · = no result given; + = active, no number.

Results follow in this order: WT yeast gro inh	WT yeast gro inh mutant strain	b-catenin transl	b-catenin transl cell count 5 µM	AID2073	Yfh1-depleted yeast	MT stabilize HCS	MT stabilize HCS Hoechst-high %	MT stabilize HCS cytotoxicity %	Autophagy mod	Autophagy mod cell loss 18 h	Dynein cargo inh	Dynein cargo inh cytoplasmic EGFP	Dynein cargo inh nuclear GR-EGFP	Dynein cargo inh cell count	Insulin prom up	Insulin prom up cell count	HIV fusion peptide
CCCOC(=O)Nc1ccc(C(N)=O)cc1
    -9	-5	-1.0	710	6%	i	2.8	3.0	11	i	-1	-0.44	-0.25	0.0094	0.95	1.6	1403	-2.5%
COc1c(C(=O)NCCSC(C)(C)C)ccc2ccccc12
    24	19	·	·	0%	i	2.5	2.2	0.6	i	8	1.5	-0.26	1.3	-1.1	-0.22	1391	-0.6%
O=C(NCCCn1ccnc1)c1cc(-c2ccc(Br)cc2)on1
    25	17	-2.4	1128	-7%	i	2.1	2.4	6.5	i	6	1	-0.22	1.5	-1.9	-0.54	1275	5.3%
CCc1cccc(C)c1NC(=O)CC(C)(C)CC(=O)O
    ·	·	-1.5	1293	1%	i	·	·	·	·	·	-0.41	-0.21	-0.19	0.28	0.15	1062	-0.6%
O=C1CC(C(=O)Nc2cccc3ccccc23)C2(CCCC2)O1 (stereo not drawn)
    1	-9	0.8	1276	12%	i	3.4	2.5	10	i	3	-0.16	0.11	-0.66	-1.3	-0.35	1615	-0.9%
COc1cccc(NC(=O)c2ccc(NC(=O)C(C)C)cc2)c1
    -6	1	-1.7	1205	9%	i	2.7	1.1	5.1	i	26	1.2	-0.28	0.75	-0.12	0.84	1454	-0.5%
Cc1cc(C)n(CCN(C)C(=O)CCc2nnc(CCC3CCCCC3)o2)n1
    -1	-7	0.8	1028	-11%	i	2.5	2.5	4.8	i	-9	0.64	-0.053	0.49	-0.94	0.16	1363	1.5%
CCCCc1n[nH]c(=S)n1Cc1ccc(C)cc1
    11	14	-1.6	1115	-10%	i	3.5	4.1	9.6	i	2	-0.46	-0.29	0.076	0.69	-0.36	1250	-1.1%
c1ccc2oc(SCc3cn4ccsc4n3)nc2c1
    35	37	-2.6	991	-13%	i	3.0	1.1	2.4	i	-1	0.56	-0.082	0.47	-0.19	0.09	1245	-1.1%
C(=N\Nc1ccc(-n2ccnc2)nn1)/c1ccccc1
    5	-15	-1.0	1065	9%	i	2.2	1.2	3.8	i	-9	-0.15	-0.22	0.56	0.77	2.6	721	-1.2%
O=c1[nH]c2ccc(Cl)cc2c(-c2ccccc2)c1SC(=S)N1CCOCC1
    ·	·	1.0	1210	-55%	i	1.9	1.6	7.8	i	-11	-0.0013	-0.15	0.16	-0.049	-0.45	929	-5.5%
COc1cc(CC(=O)OCC(=O)c2ccc3c(c2)OCCO3)cc(OC)c1OC
    -34	-5	158*	347*	-1%	i	17*	27*	61*	+	68*	0.46	0.088	0.65	-0.46	?	·	-3.5%
CCCn1c(C)cc(C(=O)COC(=O)c2ccc[nH]c2=O)c1C
    14	12	-3.4	507	8%	i	4.4	1.6	1.4	i	26	0.81	-0.27	0.47	0.45	1.2	1124	6.6%
O=C(O)CC1=C(Nc2ccccc2)C(=O)N(c2ccccc2)C1c1ccc(Br)cc1 (stereo not drawn)
    7	-6	0.4	1498	16%	i	1.5	1.8	8.2	i	9	-1.3	-0.12	-0.62	0.68	-1.1	1507	12%
Cc1cc(C=O)c(C)n1-c1ccc(NC2CCCCC2)c([N+](=O)[O-])c1
    6	30	1.2	1382	-14%	·	1.6	1.4	7.5	i	3	-0.65	-0.2	-0.41	1	0.1	979	-2.3%
Cc1ccc2cc(CNC(C)(C)C)c(=O)[nH]c2c1
    -25	-6	-5.3	1170	15%	i	6.1	1.1	5.8	i	12	2.4	0.016	1.1	-2.5	-0.93	870	2.8%
c1ccc(CCN2CCN(c3ncnc4c3cnn4-c3ccccc3)CC2)cc1
    22	22	·	·	1%	i	4.6	2.4	6.0	i	-11	-0.13	-0.085	-0.12	0.3	-2.1	1087	-1.7%
O=C(/C=C/c1ccco1)Nc1cccc2cccnc12
    12	-2	-4.1	550	41%	i	1.3	2.6	7.5	i	2	0.039	-0.21	0.066	-0.54	0.12	1291	62%
CC/C(=N\NC(=O)c1ccccc1Cl)c1ccc(Br)s1
    -9	1	4.1	567	-5%	i	3.1	3.0	2.7	i	4	-0.94	-0.31	-0.65	0.97	-0.2	1242	-1.1%
O=C(CSCc1c(Cl)cccc1Cl)N1CCOCC1
    15	1	-0.3	942	0%	i	3.0	2.4	3.2	i	-20	0.27	-0.2	0.46	-0.58	0.25	1469	0.0%

Additional results
Results follow in this order: WT yeast gro inh	WT yeast gro inh mutant strain	b-catenin transl	b-catenin transl cell count 5 µM	AID2073	Yfh1-depleted yeast	MT stabilize HCS	MT stabilize HCS Hoechst-high %	MT stabilize HCS cytotoxicity %	Autophagy mod	Autophagy mod cell loss 18 h	Dynein cargo inh	Dynein cargo inh cytoplasmic EGFP	Dynein cargo inh nuclear GR-EGFP	Dynein cargo inh cell count	Insulin prom up	Insulin prom up cell count	HIV fusion peptide
O=C(NCCCn1ccnc1)c1nn2c(C(F)(F)F)cc(-c3ccc(Br)cc3)nc2c1Cl
    48	11	·	·	8%	i	2.5	2.0	1.1	i	2	-0.3	-0.31	-0.2	-0.15	-2.2	537	-2.7%
CSc1nc(-c2ccc(Cl)cc2)c(C#N)c(=O)[nH]1
    -13	13	0.9	1456	5%	i	2.8	2.3	2.6	i	2	-0.17	-0.36	-0.16	0.23	-0.26	1525	6.2%
O=C(N/N=C/c1c(O)ccc2ccccc12)c1[nH]ncc1Br
    5	4	-1.5	488	14%	i	4.1	0.0	30	i	30	i	·	·	-7.1	?	·	15%
Cc1nn(-c2ccccc2)nc1C(N)=O
    ·	·	-1.3	1155	6%	i	·	·	·	·	·	-0.67	-0.14	-0.36	1	-0.13	1503	-1.1%
COc1cc(S(=O)(=O)Nc2cccnc2)ccc1F
    -5	0	20	538	4%	i	5.2	2.8	1.5	i	3	-0.066	-0.12	-0.047	0.75	-0.2	1190	0.7%
Cc1cccc2cc3c(NC(=O)c4ccccn4)nn(C)c3nc12
    22	21	1.7	747	23%	i	2.2	1.6	9.4	i	6	-0.7	-0.35	-0.31	0.32	0.05	1059	-0.7%
Fc1ccc(N2CCN(c3nc(-c4ccco4)cc(C(F)(F)F)n3)CC2)cc1
    8	-9	0.7	1453	0%	i	2.4	2.4	14	i	-6	-0.66	0.19	-0.3	-0.036	-0.31	1471	1.3%
CONC(=O)c1cc(OCC(F)(F)F)ccc1OCC(F)(F)F
    6	-8	·	·	27%	i	2.9	2.2	3.3	i	-32	-0.2	-0.24	-0.7	1.1	·	·	3.4%
CC(=O)c1ccc(N2CCN(C(=O)C3CCC3)CC2)cc1
    -2	-15	·	·	2%	i	2.5	2.3	3.8	+	46*	0.16	-0.23	-0.051	0.86	1.9	1315	2.6%
COc1ccc(C(C[N+](=O)[O-])c2c(C)[nH]c3ccccc23)cc1OC (stereo not drawn)
    -6	-4	-0.6	1060	0%	i	5.2	4.0	9.3	i	14	-0.96	-0.28	-0.58	1.1	-0.3	1462	3.9%
CCOC(=O)C(C)n1cnc2sc3c(c2c1=O)CCC3 (stereo not drawn)
    9	10	-4.1	827	-3%	i	3.3	2.8	4.1	i	-7	-0.67	-0.31	0.055	-0.69	0.37	1148	4.6%
CCNc1nn2ccccc2c1/C=C(\C#N)C(=O)OCC
    ·	·	-0.3	1064	18%	i	·	·	·	·	·	-0.72	-0.26	-0.63	1.3	-0.11	1449	0.0%
O=C(Nc1cc(C(=O)N2CCOCC2)ccc1N1CCCC1)c1cccs1
    -22	-2	-1.3	1182	-6%	i	2.6	0.4	43	i	-1	-0.28	0.089	0.24	-0.34	-1.5	1117	-0.2%
CCN(CC)C(=O)Cc1cn(C)c2ccccc12
    5	-3	-1.2	1106	0%	i	1.9	2.1	10	i	-38	-0.9	-0.27	-0.48	0.47	0.5	1293	2.3%
Cc1ccc(NC(=O)c2nccnc2C(=O)O)cc1C
    -5	-13	-6.5	1116	-6%	i	2.6	4.5	9.9	i	8	3.7	-0.011	2.1	-1.1	-0.71	950	-0.1%
CCC(=O)NCc1csc(-c2cccs2)n1
    ·	·	-2.0	1080	16%	i	·	·	·	·	·	0.74	-0.13	0.37	-0.48	0.62	1408	1.5%
CCCCNC(=O)c1cc(-c2ccc(F)cc2)on1
    -6	13	0.0	1216	-1%	i	5.6	1.6	1.4	i	-1	0.63	-0.29	0.58	0.51	·	·	-0.1%
CCOC(=O)C(=CNc1cccc(C)c1C)C(=O)OCC
    14	26	-5.6	1282	-6%	i	2.3	1.5	3.3	i	13	0.91	-0.2	0.8	0.44	·	·	1.4%
CC1CC(C)CN(c2ncnc3c2cnn3C)C1 (stereo not drawn)
    -2	24	-1.0	1141	10%	i	1.9	2.1	8.9	i	3	0.65	0.36	0.29	0.5	·	·	0.2%
CCS(=O)(=O)NCc1cn2ccsc2n1
    2	9	-0.6	1330	17%	i	1.4	1.6	11	i	10	-0.074	-0.17	0.084	-0.065	0.2	1484	4.1%
Clc1ccc(OCc2nnc(-c3ccccc3Br)o2)cc1
    36	23	0.8	833	-4%	i	2.7	2.7	9.8	i	8	0.57	-0.18	0.19	-0.45	0.69	1132	0.6%
CC(C)c1nnc(NC(=O)CSc2nc3ccccc3[nH]2)s1
    -12	-39	-0.4	1062	4%	i	4.8	2.3	4.2	i	-3	0.8	-0.28	0.43	0.068	-0.23	1199	3.1%
